# Assay outcomes from PubChem BioAssay.
# PrPC surface inh = inhibitors of human cell surface prion protein PrPC, primary screen, cell-based, TR-FRET; Major prion protein (Homo sapiens), P04156; TR-FRET read-out; inhibition, % at 13.8 µM; actives 0.43% (n = 370,000); AID 720596, 2013; in the data active = inhibition above about 24%; also: 0% = median of the test wells and 100% = reference compound wells
# CCHFV vOTU inh = CCHFV vOTU protease inhibitors, primary screen, biochemical, Pep-AMC substrate, fluorescence; Crimean-Congo hemorrhagic fever virus L polyprotein viral ovarian tumor (vOTU) protease …; inhibition, % at 11.5 µM; actives 0.55% (n = 370,000); AID 651958, 2012; in the data active = inhibition above about 30%; also: 0% = vehicle wells with enzyme and 100% = no enzyme wells
# Anthrax LF inh2 = Bacillus anthracis LF protease inhibitors, primary screen, biochemical, multiplex microsphere, MLPCN library; multiplex microsphere protease cleavage assay; AID 588501, 2011; inhibition, % at 10 µM; actives 0.12% (n = 360,000); also: plate controls were buffer without enzyme for full effect and enzyme alone for no effect
# PfHsp40 rescue = rescue of yeast from PfHsp40 toxicity, primary screen, S. cerevisiae, ATP luminescence | growth rescue, % at 12.5 µM | actives 0.68% (n = 340,000) | S. cerevisiae expressing PfHsp40, growth rescue; in the data active = growth rescue above about 28%, passing the limit was not always enough; inconclusive = no clear call, values can overlap the other calls;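 also: yeast W303a lacking pdr1 and pdr3 grown in galactose medium; growth measured after three days at 30 °C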
# FadD28 FP inh = inhibitors of FadD28 bisubstrate probe binding, primary screen, biochemical, fluorescence polarization, single point; Mycobacterium tuberculosis FadD28 fatty-acid-AMP ligase; inhibition, % at 12.5 µM; actives 0.22% (n = 360,000); in the data active = inhibition above about 8.5%, passing the limit was not always enough; inconclusive = no clear call, values can overlap the other calls
# TcdB inh = TcdB glycohydrolase inhibitors, primary screen, biochemical, single point, plate reader; AID 652162, 2013; actives 0.24% (n = 350,000); TcdB glycohydrolase enzymatic assay; Toxin B (Clostridioides difficile), P18177; inhibition, % at 9.99 µM; in the data active = inhibition above about 10%
# Target sequence (P18177 whole entry, looked up): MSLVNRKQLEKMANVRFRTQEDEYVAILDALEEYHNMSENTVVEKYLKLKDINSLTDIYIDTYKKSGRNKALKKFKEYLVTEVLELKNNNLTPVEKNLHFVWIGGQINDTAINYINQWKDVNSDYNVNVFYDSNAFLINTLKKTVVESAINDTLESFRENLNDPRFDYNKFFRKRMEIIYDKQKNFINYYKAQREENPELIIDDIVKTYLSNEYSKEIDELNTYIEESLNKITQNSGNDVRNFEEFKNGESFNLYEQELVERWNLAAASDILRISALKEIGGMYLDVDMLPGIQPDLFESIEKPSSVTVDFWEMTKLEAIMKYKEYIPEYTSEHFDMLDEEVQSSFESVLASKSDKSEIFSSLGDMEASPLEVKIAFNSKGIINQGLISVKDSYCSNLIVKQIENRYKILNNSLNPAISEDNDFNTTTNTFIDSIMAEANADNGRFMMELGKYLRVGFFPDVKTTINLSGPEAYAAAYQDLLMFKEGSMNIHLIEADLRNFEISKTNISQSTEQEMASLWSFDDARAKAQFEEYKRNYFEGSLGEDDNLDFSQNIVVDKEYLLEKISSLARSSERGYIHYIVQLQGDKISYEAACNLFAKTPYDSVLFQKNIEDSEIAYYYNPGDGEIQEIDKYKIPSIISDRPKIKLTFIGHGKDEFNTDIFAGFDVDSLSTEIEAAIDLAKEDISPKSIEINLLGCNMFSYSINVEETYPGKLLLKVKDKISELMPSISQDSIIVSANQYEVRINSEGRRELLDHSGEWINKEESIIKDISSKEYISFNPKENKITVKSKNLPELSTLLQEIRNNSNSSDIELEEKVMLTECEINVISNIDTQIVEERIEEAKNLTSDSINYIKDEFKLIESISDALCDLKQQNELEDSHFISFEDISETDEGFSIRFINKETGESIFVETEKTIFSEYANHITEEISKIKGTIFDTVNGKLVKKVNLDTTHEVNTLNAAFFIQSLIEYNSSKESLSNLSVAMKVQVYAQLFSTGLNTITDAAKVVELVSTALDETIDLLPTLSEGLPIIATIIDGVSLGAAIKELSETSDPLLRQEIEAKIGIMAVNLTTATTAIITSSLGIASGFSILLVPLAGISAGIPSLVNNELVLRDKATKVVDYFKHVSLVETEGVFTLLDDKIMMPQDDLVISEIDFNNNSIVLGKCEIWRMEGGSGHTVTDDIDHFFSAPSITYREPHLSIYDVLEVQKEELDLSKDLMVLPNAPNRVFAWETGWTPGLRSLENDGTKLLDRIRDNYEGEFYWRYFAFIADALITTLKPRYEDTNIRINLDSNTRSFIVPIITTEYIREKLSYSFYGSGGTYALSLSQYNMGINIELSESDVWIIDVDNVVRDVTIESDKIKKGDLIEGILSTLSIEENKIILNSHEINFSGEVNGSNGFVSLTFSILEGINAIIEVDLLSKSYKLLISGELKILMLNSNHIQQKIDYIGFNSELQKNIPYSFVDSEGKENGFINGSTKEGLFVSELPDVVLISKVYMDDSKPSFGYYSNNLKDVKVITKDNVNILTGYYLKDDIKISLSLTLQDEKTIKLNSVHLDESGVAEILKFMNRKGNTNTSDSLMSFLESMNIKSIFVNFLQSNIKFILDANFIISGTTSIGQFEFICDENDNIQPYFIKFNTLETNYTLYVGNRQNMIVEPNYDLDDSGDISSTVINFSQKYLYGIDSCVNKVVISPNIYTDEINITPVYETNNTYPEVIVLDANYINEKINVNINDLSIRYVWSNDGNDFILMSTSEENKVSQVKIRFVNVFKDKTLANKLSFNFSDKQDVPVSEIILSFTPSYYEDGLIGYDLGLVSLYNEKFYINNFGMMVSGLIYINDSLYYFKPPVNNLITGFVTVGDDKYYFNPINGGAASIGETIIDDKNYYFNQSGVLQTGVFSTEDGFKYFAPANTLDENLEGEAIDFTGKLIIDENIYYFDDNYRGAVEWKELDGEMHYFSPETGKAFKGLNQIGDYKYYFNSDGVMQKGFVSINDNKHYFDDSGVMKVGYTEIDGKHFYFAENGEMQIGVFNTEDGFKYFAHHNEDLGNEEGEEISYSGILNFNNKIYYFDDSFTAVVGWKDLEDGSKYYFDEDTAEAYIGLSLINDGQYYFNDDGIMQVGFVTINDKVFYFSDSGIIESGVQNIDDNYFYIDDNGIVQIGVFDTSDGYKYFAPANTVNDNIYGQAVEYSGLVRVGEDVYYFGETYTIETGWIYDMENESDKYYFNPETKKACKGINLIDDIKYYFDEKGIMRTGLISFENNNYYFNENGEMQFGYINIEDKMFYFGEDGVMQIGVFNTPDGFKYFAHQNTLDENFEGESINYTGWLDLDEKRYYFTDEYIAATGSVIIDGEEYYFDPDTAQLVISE
# BoNT-A LC inh2 = BoNT/A light chain protease inhibitors, primary screen, biochemical, flow cytometry, MLPCN library; Botulinum neurotoxin type A light chain protease (Clostridium botulinum A str. ATCC 3502); multiplex microsphere protease substrate cleavage; inhibition, % at 10 µM; actives 0.17% (n = 360,000); also: plate controls were buffer without enzyme for full effect and enzyme alone for no effect
# Yp Topo-I inh = Yersinia pestis topoisomerase I inhibitors, primary screen, biochemical, cleavage product accumulation, plate reader, single point; DNA topoisomerase I (Yersinia pestis CO92); Y. pestis Topo-I cleavage product accumulation; activity, % at 10 µM; actives 0.064% (n = 360,000); in the data active = activity above about 50%, passing the limit was not always enough; inconclusive = no clear call, values can overlap the other calls; also: inactives centre near 2
# BoNT F protease = BoNT/F light chain protease inhibitors, primary screen, biochemical, flow cytometry, MLPCN library | Botulinum neurotoxin type F light chain protease (Clostridium botulinum) | Multiplex microsphere protease cleavage assay | inhibition, % at 10 µM | actives 0.22% (n = 360,000); in the data active = inhibition above about 35%, passing the limit was not always enough; inconclusive = no clear call, values can overlap the other calls; also: plate controls were buffer without enzyme for full effect and enzyme alone for no effect
# The depositor's hits bear a star; ? = inconclusive; nt = not tested or not shown; & = joins results of further samples. Rule as the data show it, unless noted: active = inhibition above about 30%; inconclusive = no clear call, values can overlap the other calls; inactive = below that.
SMILES,PrPC surface inh,CCHFV vOTU inh,Anthrax LF inh2,PfHsp40 rescue,FadD28 FP inh,TcdB inh,BoNT-A LC inh2,Yp Topo-I inh,BoNT F protease
CCc1cccc(CC)c1NC(=O)CN(CC(=O)O)CC(=O)O,-0.5,-0.4,-9.6,-0.2,-1.9,0.1,-0.3,0.4,6.8
Cc1c(C)n(Cc2ccccc2)c2ccc(C(=O)OCCN(C)C)cc12,2.6,12.4,-6.1,-0.1,-1.4,0.1,-0.2,-1.5,-11.4
Cc1cc(=O)oc2cc(O)ccc12,15.7,-285.7,-1.0,1.8,-0.8,1.9,0.6,10.0,-3.6
O=C(O)Cc1cn(-c2ccccc2)nc1-c1ccc(Cl)cc1,4.4,-5.8,-0.8,0.3,-0.8,-0.5,0.1,7.0,2.2
Cc1scc2c1N(C(=O)CN1CCN(C)CC1)c1ccccc1NC2=O,7.3,-1.1,4.7,1.0,-0.5,-1.3,0.1,-0.4,-5.5
CC[C@]12CCCN3CCc4c(n(c5ccccc45)[C@](O)(C(=O)OC)C1)[C@@H]32,1.9,-19.0,-4.4,-1.3,-1.5,1.4,-1.4,-3.9,-11.8
CCCOc1ccc(C(=O)OCCN(CC)CC)cc1N,-6.8,1.4,-4.0,0.1,-1.4,0.4,-0.2,-0.1,-7.1
CC(C)(C)NCC(O)COc1cccc2c1CC(O)C(O)C2 (stereo not drawn),-4.4,9.3,-1.3,-1.1,-2.2,0.7,-1.0,5.2,-13.4
O=C(O)Cc1sc(-c2ccccc2)nc1-c1ccc(Cl)cc1,5.6,-0.6,-4.8,nt,-0.6,0.9,-0.5,9.9,2.6
O=C1c2c(O)ccc(O)c2C(=O)c2c(NCCNCCO)ccc(NCCNCCO)c21,-29.2&-0.2,-6.5&19.3,-59.3&-31.0,-1.8&1.4,4.6&4.8,16.5*,-0.1&-1.0,-69.0&-1.2,-111.0&-76.9
CCCC1(c2ccccc2)NC(=O)N(CC(=O)N(C)Cc2c(F)cccc2Cl)C1=O (stereo not drawn),0.3,6.1,-2.6,0.9,nt,1.4,0.1,25.5,-2.3
C[C@@H]1C[C@H]2[C@@H]3CCC4=CC(=O)C=C[C@]4(C)[C@@]3(Cl)[C@@H](O)C[C@]2(C)[C@@]1(OC(=O)c1ccco1)C(=O)CCl,8.4,-1.4,-7.2,-0.7,-0.9,2.5,-0.3,-3.5,4.4
O=C(CCN1CCN(CCO)CC1)N1c2ccccc2Sc2ccc(C(F)(F)F)cc21,0.0,-0.9,-5.4,-1.4,0.3,-0.9,-0.6,3.3,-3.2
CN(C)S(=O)(=O)n1cc(/C=C(\NC(=O)c2ccccc2)C(=O)NCCCn2ccnc2)c2ccccc21,-4.4,10.0,-1.9,0.7,-8.2,2.5,0.1,11.3,-1.1
CN(C)C/C=C(\c1ccc(Br)cc1)c1cccnc1,-11.9,6.7,3.8,-0.9,-0.7,1.7,-0.8,5.0,-8.6
COc1cc(C=O)ccc1O,-2.2,10.5,-8.0,nt,-1.4,1.0,-0.3,1.7,3.8
Nc1ncnc2c1c(-c1ccc(Oc3ccccc3)cc1)cn2C1CCCC1,13.4,9.0,-2.3,-1.3,-1.3,1.6,-0.1,-0.9,0.0
CCCCCCCCCCCCCCCC(O)C(N)CO (stereo not drawn),1.6,11.6,-11.3,1.5,48.7*,2.1,-0.6,2.6,-17.9
C/C(=N\NC(=S)NCc1ccccc1)C1CCCCC1,2.7,-6.8,-1.6,-1.2,-3.2,0.6,-1.0,5.3,-13.7
O=C(c1ccccn1)N(Cc1cccs1)C1(C(=O)NC2CCCCC2)CCCCC1,5.2,-13.3,-2.4,-1.0,-0.3,1.5,0.4,7.0,-2.9
CCCCOc1cc(C(=O)OCCN(CC)CC)ccc1N,-11.9&-5.6,-0.7&8.1,-2.0&-8.4,-0.5&2.1,-2.0&0.6,0.8&1.8,-0.5&0.0,-0.2&-0.1,-0.5&7.5
Cn1ccc2cc3c(cc21)CCN3C(=O)Nc1cccnc1,-5.8,0.1,-70.3,5.4,-3.2,0.0,0.9,-11.9,-116.4
CCCC(=O)O[C@]1(C(=O)COC(C)=O)CC[C@H]2[C@@H]3C[C@H](F)C4=CC(=O)C=C[C@]4(C)[C@@]3(F)[C@@H](O)C[C@@]21C,10.2,0.7,-5.1,21.6,0.2,0.0,-0.6,13.6,-14.7
CC(C)(C)NCC(O)COc1cccc2c1C[C@H](O)[C@H](O)C2 (stereo partly drawn),-5.6,9.6,-7.5,-0.2,0.0,0.9,-0.8,4.9,0.2
Cc1nc2c3ccccc3nc(NNC(=O)CCC(=O)N3CCN(c4ccccc4F)CC3)n2n1,10.2,4.1,-2.6,0.0,-3.4,-2.6,1.7,21.3,-2.5
CC1(C)O[C@@H]2C[C@H]3[C@@H]4C[C@H](F)C5=CC(=O)C=C[C@]5(C)[C@@]4(F)[C@@H](O)C[C@]3(C)[C@]2(C(=O)CO)O1,2.9,-0.7,1.1,10.9,-1.7,-2.9,0.8,0.8,11.5
CCN(CCCCOC(=O)c1ccc(OC)c(OC)c1)C(C)Cc1ccc(OC)cc1 (stereo not drawn),-10.6,-0.9,-2.8,1.7,-0.6,2.8,-0.8,10.1,-10.0
COC(=O)N/N=C/c1c[n+]([O-])c2ccccc2[n+]1[O-],-62.6,2.9,-3.5,1.0,1.0,1.8,0.5,3.8,-2.4
CCC(C(=O)Nc1ccccc1N1CCCC1)c1ccccc1 (stereo not drawn),3.2,9.3,2.0,0.0,-0.9,0.9,-1.8,4.9,-7.9
CN[C@@H]1[C@H](O)[C@H](NC)[C@H]2O[C@@]3(O)C(=O)C[C@@H](C)O[C@H]3O[C@@H]2[C@H]1O,8.7,13.0,7.0,1.4,-1.9,-0.1,-0.6,3.1,-4.7
CC(=O)OCC(=O)[C@@]1(O)CC[C@H]2[C@@H]3CCC4=CC(=O)C=C[C@]4(C)[C@@]3(F)[C@@H](O)C[C@@]21C,-1.8,2.9,-3.6,-0.7,-1.3,2.0,-0.4,0.1,-7.1
CC(Cc1cccc(C(F)(F)F)c1)NCCOC(=O)c1ccccc1 (stereo not drawn),-2.3&-9.6,10.8&2.0,-0.6&-7.8,-0.6&1.1,-4.6&-1.0,2.7&1.3,0.0&-0.3,18.3&7.5,-15.8&-8.2
COc1ccc(C(=O)c2ccccc2)c(O)c1,-1.9,-0.2,-2.0,0.8,0.3,nt,-1.3,-0.7,-3.2
CCCC(=O)O[C@]1(C(=O)CCl)[C@@H](C)C[C@H]2[C@@H]3CCC4=CC(=O)C=C[C@]4(C)[C@@]3(F)C(=O)C[C@@]21C,5.3,17.9,0.3,1.1,-0.9,1.5,0.1,-2.4,6.9
O=[N+]([O-])c1cncn1CCN1CCOCC1,-7.3,-10.9,-4.9,-0.7,-2.3,-0.4,-0.2,7.1,-0.6
CCCCCCCCCCCCCCC[C@@H](O)[C@@H](N)CO,9.9,12.6,-18.8,-1.8,47.9*,-3.6,-0.4,-7.0,-14.5
CCc1ccccc1OC[C@@H](O)CN[C@H]1CCCc2ccccc21,7.5,6.0,-6.1,1.2,-0.4,1.6,0.1,5.4,-8.8
O=C1NC(=S)S/C1=C\C=C\c1ccc([N+](=O)[O-])o1,-8.7,28.7,4.6,-0.4,13.8*,0.1,11.3,-22.2,3.5
COc1cc(C2Oc3cc(C4Oc5cc(O)cc(O)c5C(=O)C4O)ccc3OC2CO)ccc1O (stereo not drawn),-6.6,11.8,-1.8,-0.4,-1.3,2.2,-0.3,7.0,-10.5
O=C(O)c1cc(=O)c2ccccc2o1,0.6,7.3,-0.2,0.1,-1.4,0.6,0.1,-0.9,1.6

# Nothing new here: eight of the compounds above.
SMILES,PrPC surface inh,CCHFV vOTU inh,Anthrax LF inh2,PfHsp40 rescue,FadD28 FP inh,TcdB inh,BoNT-A LC inh2,Yp Topo-I inh,BoNT F protease
CC(=O)OCC(=O)[C@@]1(O)CC[C@H]2[C@@H]3CCC4=CC(=O)C=C[C@]4(C)[C@@]3(F)[C@@H](O)C[C@@]21C,-1.8,2.9,-3.6,-0.7,-1.3,2.0,-0.4,0.1,-7.1
CC(Cc1cccc(C(F)(F)F)c1)NCCOC(=O)c1ccccc1 (stereo not drawn),-2.3&-9.6,10.8&2.0,-0.6&-7.8,-0.6&1.1,-4.6&-1.0,2.7&1.3,0.0&-0.3,18.3&7.5,-15.8&-8.2
COc1ccc(C(=O)c2ccccc2)c(O)c1,-1.9,-0.2,-2.0,0.8,0.3,nt,-1.3,-0.7,-3.2
CCCC(=O)O[C@]1(C(=O)CCl)[C@@H](C)C[C@H]2[C@@H]3CCC4=CC(=O)C=C[C@]4(C)[C@@]3(F)C(=O)C[C@@]21C,5.3,17.9,0.3,1.1,-0.9,1.5,0.1,-2.4,6.9
O=[N+]([O-])c1cncn1CCN1CCOCC1,-7.3,-10.9,-4.9,-0.7,-2.3,-0.4,-0.2,7.1,-0.6
CCCCCCCCCCCCCCC[C@@H](O)[C@@H](N)CO,9.9,12.6,-18.8,-1.8,47.9*,-3.6,-0.4,-7.0,-14.5
CCc1ccccc1OC[C@@H](O)CN[C@H]1CCCc2ccccc21,7.5,6.0,-6.1,1.2,-0.4,1.6,0.1,5.4,-8.8
O=C1NC(=S)S/C1=C\C=C\c1ccc([N+](=O)[O-])o1,-8.7,28.7,4.6,-0.4,13.8*,0.1,11.3,-22.2,3.5

# Going on with the list:
SMILES,PrPC surface inh,CCHFV vOTU inh,Anthrax LF inh2,PfHsp40 rescue,FadD28 FP inh,TcdB inh,BoNT-A LC inh2,Yp Topo-I inh,BoNT F protease
C[C@H](CCC(=O)O)[C@H]1CC[C@H]2[C@@H]3[C@H](O)C[C@@H]4C[C@H](O)CC[C@]4(C)[C@H]3CC[C@]12C,10.2,2.2,-3.5,1.1,-1.9,-1.8,-0.8,16.2,-18.4
O=C(Nc1cc(-c2ccccc2)nn1-c1ccccc1F)c1ccc([N+](=O)[O-])cc1,-10.5,-2.0,1.3,16.2,-0.1,0.2,-0.8,2.6,-1.0
O=C(NC1CCN(CCc2c[nH]c3ccccc23)CC1)c1ccccc1,-4.8,-2.3,-5.5,-0.6,nt,0.9,-0.2,-14.7,-0.6
CC(=O)Oc1ccc2c(C)cc(=O)oc2c1,-1.0,-233.3,1.4,0.0,-4.5,nt,0.0,5.4,-5.2
Nc1c2ccccc2nc2ccccc12,12.1&12.9,-103.2&-115.4,-4.9&-6.9,2.0,-0.1&0.2,-0.3&2.1,0.1&-10.1,-12.1&-27.9,?
COc1cc(N)c(Cl)cc1C(=O)N[C@H]1CCN(CCCOc2ccc(F)cc2)C[C@H]1OC,-5.7,3.8,-7.5,1.1,-1.1,0.9,-0.5,-14.1,-2.3
CC1O[C@@H](OCC2O[C@@H](Oc3cc(O)c4c(c3)OC(c3ccc(O)cc3)CC4=O)[C@H](O)[C@@H](O)[C@@H]2O)[C@H](O)[C@H](O)[C@H]1O (stereo partly drawn),-3.6,4.0,-4.1,?,0.3,1.1,-0.7,-0.6,-0.8
CC(C)NNC(=O)c1ccncc1,-1.1,-2.2,-2.8,-1.2,-3.7,-2.3,-0.5,-1.6,-13.0
CCCCN(CCCC)CCCOC(=O)c1ccc(N)cc1,-4.7,-3.0,-7.0,-0.6,-1.5,1.4,-0.9,4.2,-3.2

# Not all compounds are listed; rates above refer to the full screens.
